Bioassay records deposited in PubChem by National Center for Advancing Translational Sciences (NCATS).
RGS4 inhibitor: blocks human RGS4-accelerated GTP hydrolysis; P49798; Transcreener GDP fluorescence polarization, RGS4-accelerated GTP hydrolysis; Potency, µM (highest dose often 114 µM), inactives show at the highest dose activity change, negative = inhibition, most hits filed as inhibitors; hit rate 0.039% among 390,000; note: potency is the fitted concentration of half-maximal effect; % is set by controls: 0 for no effect and ±100 for the full control effect; nearly all actives have a fitted effect of over 75% in size; some results filed as inactive show a strong effect at the top dose
Target sequence (P49798 whole entry, looked up): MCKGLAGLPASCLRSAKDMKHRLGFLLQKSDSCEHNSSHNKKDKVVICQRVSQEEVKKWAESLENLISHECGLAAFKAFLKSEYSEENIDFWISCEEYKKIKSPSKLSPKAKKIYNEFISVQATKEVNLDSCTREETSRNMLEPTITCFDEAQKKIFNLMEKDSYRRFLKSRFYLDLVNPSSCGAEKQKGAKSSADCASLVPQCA
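MLSMR compounds (23 nl, pin-transferred) preincubated 10 min at room temperature with a 500nM (2x) first reagent, then RGS4 at 900nM (2x) plus Transcreener GDP mix added; fluorescence polarization (620/688 nm) read before and after 90 min at 30 °C.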
APE1 inh: inhibitors of human APE1 endonuclease. P27695. recombinant APE1, TAMRA/BHQ-2 abasic DNA cleavage fluorescence. Potency, µM (top dose mostly 65.8 µM), for inactives: at the top dose activity change, negative = inhibition, usual class: inhibitors. hit rate 0.35% among 350,000. AID 2517;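 note: potency is the fitted concentration of half-maximal effect; plate controls were vehicle for no effect and reference inhibitor for full effect; nearly all actives have a fitted effect of over 55% in size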
Target sequence (P27695 whole entry, looked up): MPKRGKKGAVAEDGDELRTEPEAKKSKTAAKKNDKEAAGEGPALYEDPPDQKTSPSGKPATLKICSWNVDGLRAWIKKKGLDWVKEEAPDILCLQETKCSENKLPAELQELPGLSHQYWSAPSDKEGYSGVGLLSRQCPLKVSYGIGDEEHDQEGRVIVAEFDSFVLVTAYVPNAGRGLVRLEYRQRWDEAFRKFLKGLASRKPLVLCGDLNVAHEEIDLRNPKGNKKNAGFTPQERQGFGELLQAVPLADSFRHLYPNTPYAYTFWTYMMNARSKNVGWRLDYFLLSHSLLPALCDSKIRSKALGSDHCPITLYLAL
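Step 1: APE1 (0.75 nM) with compound, 15 min RT. Step 2: add 50 nM fluorophore/quencher THF duplex. Step 3: three fluorescence reads 60 s apart (525/598 nm); read 3 minus read 1 = reaction progress.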
Pol kappa inh: blocks human DNA polymerase kappa activity; purified Pol kappa, fluorescent DNA synthesis assay, 10 min; Potency, µM (doses to about 107 µM), for the others: at the highest dose activity, negative = inhibition, actives largely listed as inhibitors; hit rate 0.53% among 400,000; note: potency is the fitted concentration of half-maximal effect; % is set by controls: 0 for no effect and ±100 for the full control effect
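First, compounds were pin-transferred onto 10 nM Pol kappa. After 15 min at room temperature, substrate was added to 50 nM final. Fluorescence was then measured kinetically at 0 and 10 min.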
ERG-DNA inh: inhibitors of human ERG Ets domain-DNA interaction. fluorescence polarization, His-ERG Ets domain / labelled DNA. P11308. hit rate 0.028% among 370,000. AID 624246. Potency, µM (series often up to 76.9 µM), without a hit: at the highest dose FP activity, negative = inhibition, hits mostly inhibitors; active = well fitted inhibition curve with a large enough effect in the polarisation, with a control signal flat; inconclusive = small, poorly fitted or top-dose-only effect, or effect the other way, or a change in a side signal; inactive = no such curve, though single readings can be large or run the other way; the % refers to the polarisation;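 note: polarization taken with two DNA probes labelled with fluorescein and Texas red; potency is the fitted concentration of half-maximal effect; % of control where 0% means no effect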
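His-tagged ERG Ets domain (1 uM in the protein solution; 300mM KCl, 50mM Tris-HCl, 1mM EDTA, 1mM DTT, pH 7.5) received compound, then a probe mix of 5 nM fluorescein-DNA and 100nM Texas-615-DNA. Fluorescence polarization was read for both dyes.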
Pol eta inh: DNA polymerase eta (human) inhibition | Q9Y253 | AID 588591 | recombinant Pol eta, fluorescent DNA replication assay | Potency, µM (top dose mostly 114 µM), inactives show at the top dose activity change, negative = inhibition, usual class: inhibitors | hit rate 1.2% among 390,000; note: potency is the fitted concentration of half-maximal effect; % is set by controls: 0 for no effect and ±100 for the full control effect
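Fluorescent replication assay: 50 nM final substrate added after a 15 min room-temperature compound preincubation with 10 nM enzyme. Signal taken at 0 min and again at 10 min.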
Apoferritin bind: binds horse apoferritin like a general anesthetic. AID 485281. Potency, µM (series often up to 77.5 µM), inactives show top-dose activity change, negative = displacement, usual class: inhibitors. hit rate 0.074% among 350,000. apoferritin/1-aminoanthracene competitive binding, fluorescence. P02791; note: potency is the fitted concentration of half-maximal effect; % is set by controls: 0 for no effect and ±100 for the full control effect; nearly all actives have a fitted effect of over 20% in size
Target sequence (P02791 2-175 limits assumed): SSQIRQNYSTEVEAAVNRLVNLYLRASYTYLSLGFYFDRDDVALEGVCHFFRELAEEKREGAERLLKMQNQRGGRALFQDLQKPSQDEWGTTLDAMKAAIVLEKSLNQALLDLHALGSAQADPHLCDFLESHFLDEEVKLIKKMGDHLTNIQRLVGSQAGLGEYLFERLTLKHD
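Read-out: endpoint 1-AMA fluorescence, excitation 380 nm and emission 535 nm, after compounds sit 10 min at room temperature with 10 uM horse-spleen apoferritin in 50% saturated 1-AMA/PBS. Values come from four-parameter Hill fits.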
POLB inh: blocks human DNA polymerase beta activity; Pol beta primer extension/strand displacement, fluorescence kinetic; Potency, µM (top dose mostly 114 µM), without a hit: top-dose activity change, negative = inhibition, hits mostly inhibitors; hit rate 1.3% among 340,000; AID 485314; note: potency is the fitted concentration of half-maximal effect; % is set by controls: 0 for no effect and ±100 for the full control effect
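Pol beta (10 nM) was preincubated with compound for 15 min at room temperature. The reaction was then started with 50 nM substrate and read immediately and after a further 10 min at room temperature.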
12-LOX inh: blocks human arachidonate 12S-lipoxygenase; purified 12hLO, xylenol orange hydroperoxide absorbance; Potency, µM (doses to about 108 µM), for inactives: top-dose activity change, negative = inhibition, most hits filed as inhibitors; hit rate 1.1% among 580,000; P18054; note: potency is the fitted concentration of half-maximal effect; % is set by controls: 0 for no effect and ±100 for the full control effect
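Purified human 12hLO at 150 nM in 25 mM Hepes, 0.01% Triton X-100, pH 7.0, preincubated 15 min at room temperature with compound. Reaction started with 40 uM arachidonic acid, 30 min at room temperature. Hydroperoxide measured by Fe-xylenol orange, 573/405 nm absorbance ratio.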
LDHA inh: inhibitors of human lactate dehydrogenase A; activity change, % (values are at about 110 or 230 µM); hit rate 0.15% among 480,000; purified LDHA, NADH/diaphorase-resazurin fluorescence; stronger effect = lower value; AID 1347041; in the data active = activity change below about -30%; inconclusive = mostly about -25% to -30%;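 note: plate controls were DMSO wells for no effect and wells without enzyme for full effect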
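Human LDH5 at 2 nM final in Tris HCl pH 7.4 with 0.06 mM NADH and 0.2 mM pyruvate, reacted 5 minutes at room temperature. Remaining NADH coupled via diaphorase/resazurin; resorufin fluorescence read at 0 and 20 minutes, normalized to enzyme-free and DMSO wells.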
Active calls of the source: *; ? = inconclusive; . = no result given; & = joins results of further samples; [ ] = another dose, or the depositor's remark. Unless noted, calls come from the whole dose curve; as a rule, active = well fitted curve in the direction sought with a large enough effect; inconclusive = small, poorly fitted or top-dose-only effect, or another doubt; inactive = no such curve, though single readings can be large; an effect the other way counts as inactive or inconclusive.

| SMILES | ERG-DNA inh | LDHA inh | RGS4 inhibitor | APE1 inh | Pol kappa inh | Apoferritin bind | POLB inh | 12-LOX inh | Pol eta inh |
| --- | --- | --- | --- | --- | --- | --- | --- | --- | --- |
| COc1ccc(/C=N/NC(=O)c2ccn[nH]2)cc1Cn1nc(C)c([N+](=O)[O-])c1C | 0.1% | -8.8 | -3.0% | -2.7% | -9.9% | 5.6% | 28.9% | 2.3% | -2.2% |
| Cc1cccc(C)c1NC(=O)CN1CCN(CC(=O)c2cc(C)n(C3CC3)c2C)CC1 | 3.5% | 1.1 | -0.7% | 0.0% | -4.6% | . | . | -4.0% | -5.8% |
| CC(=O)Nc1ccc(S(=O)(=O)N2CCN(S(=O)(=O)N3CCCCCC3)CC2)cc1 | 6.0% | -2.4 | -5.3% | 0.6% | 2.6% | -8.8% | 7.5% | 0.0% | -4.4% |
| COc1ccc(C(=O)COC(=O)CCN=C2NS(=O)(=O)c3ccccc32)cc1OC | 0.2% | 1.8 | -5.1% | 11.4% | -2.2% | -17.5% | 17.8% | ? | -8.1% |
| COC(=O)C(CCCCNC(=O)OCc1ccccc1)NC(=O)CN (centres undefined) | -4.0% | -4.7 | -15.8% | 1.7% | -8.8% | -6.0% | -21.2% | 321.7%[activator] | -10.4% |
| Cc1cccn2c(=O)c(/C=C(\C#N)c3nc4ccccc4n3C)c(Oc3ccc(Cl)cc3)nc12 | 0.9% | 5.2 | 5.3% | . | -12.3% | 1.3% | -3.7% | -22.9% | -25.5% |
| Cc1ccc(OCCN(C)C(=O)C2CCC(=O)N(CC3CCCCC3)C2)cc1 (centres undefined) | -7.4% | 1.3 | -4.8% | -12.0% | 2.0% | -5.7% | -11.0% | 17.7% | -13.9% |
| CCOc1ccc(-n2c(C)cc(/C=N\NC(=O)CC(=O)NC3CCCCC3)c2C)cc1 | 6.7% | 3.3 | -16.3% | -0.8% | -0.7% | ? | -2.5% | -28.2% | -12.6% |
| COc1ccc(NC(=O)c2ccc3c(=O)n(Cc4ccco4)c(=S)[nH]c3c2)c(OC)c1 | 7.9% | 0.2 | -2.0% | 8.7% | -7.5% | -8.1% | 56.2% | 0.0%[57.4 µM] | 22.0% |
| CCOC(=O)c1sc(NC(=O)c2nc3nc(C)cc(C(F)F)n3n2)c(C(=O)OC)c1C | 1.0% | -9.3 | 23.5% | . | -24.8% | 3.8% | -7.1% | -3.2% | 10.6% |
| CC1CCCN(c2nc3c(c(=O)n(C)c(=O)n3C)n2CCSc2nc3ccccc3o2)C1 (centres undefined) | -1.3% | -4.6&3.4 | -4.6% | -1.4% | 0.2% | 0.2% | ? | -24.7%&-5.8% | -10.0% |
| CN(C(=O)C1CC1)C1CCS(=O)(=O)C1 (centres undefined) | 0.5% | -8.4 | 8.4% | -5.0% | 1.0% | . | . | -7.2% | -5.6% |
| Cc1nc2cc(NC(=O)C3COc4ccccc4O3)ccc2s1 (centres undefined) | -2.0% | -14.2 | ? | 2.9% | -15.6% | -19.5% | -28.1% | 18.2% | -13.6% |
| COc1ccc(C(=O)n2nc(-c3ccco3)nc2N)cc1OC | -3.8% | -11.4 | -26.1% | -1.5% | 0.0% | 104.6%[activator] | 3.3% | 0.0% | -13.3% |
| O=C(c1ccco1)N1CCN(C(=O)C2CCCN(S(=O)(=O)Cc3ccccc3)C2)CC1 (centres undefined) | -8.0% | -11.5 | -49.0% | 10.2% | -10.6% | 0.2% | -2.3% | -1.0% | -6.2% |
| Cc1cc(/C=C2\NC(=S)NC2=O)c(C)n1-c1cccnc1 | 1.0% | 5.1 | -8.4% | -6.9% | -25.3% | -6.2% | -1.7% | 0.0% | -6.2% |
| CC1(C)OC(=O)C(=CSc2ccc(C(C)(C)C)cc2)C(=O)O1 | -1.5% | -1.9 | -8.2% | -4.4% | 7.3% | -6.6% | -1.0% | ? | -17.1% |
| COc1ccc(C2=NOC(Cn3nc(C(=O)NCc4ccco4)cc3-c3ccccc3)C2)cc1 (centres undefined) | 9.9% | -2.1 | -16.6% | 0.1% | -1.5% | . | . | ? | -10.8% |
| O=C(NCc1ccc2c(c1)OCO2)c1ccc2c(c1)N(Cc1ccc(F)cc1)C(=O)c1ccccc1S2=O (centres undefined) | -1.4% | -4.8 | 3.8% | . | -27.5% | -7.5% | 0.4% | -3.9% | -7.1% |
| CSc1ccccc1NC(=O)CN1CCCCC1C (centres undefined) | 4.0% | 0.1 | ? | -3.3% | -8.4% | -21.2% | 19.9% | -7.3% | -5.1% |
| Cc1ccc2oc(C(=O)Nc3c(C(=O)c4ccc(C)c(F)c4)oc4ccccc34)cc(=O)c2c1 | -0.8% | -13.4 | -2.9% | . | 5.7% | 1.8% | 21.0% | -7.6% | 1.0% |
| COc1cc2c(=O)c(C(=O)c3ccc(F)cc3)cn(Cc3cccc(F)c3)c2cc1OC | -13.6% | -0.7 | -6.7% | . | -6.4% | ? | -2.7% | -2.7% | 4.4% |
| NC(=O)C1CCCN(C(=O)c2ccc3nc(Cc4cccc(Cl)c4)oc3c2)C1 (centres undefined) | 6.2% | -4.4 | 14.8% | 5.0% | -4.4% | -17.6% | 1.9% | 7.3% | -0.9% |
| Cc1ccc(S(=O)(=O)NCCC2(C(C)C)CCOC(C)(C)C2)cc1 (centres undefined) | -4.0% | -3.1 | 26.6% | -3.9% | -14.1% | -20.5% | -0.2% | -2.7% | -1.5% |
| Cc1ccc(C(=O)NC(C)c2ccc(-n3ccnc3)cc2)cc1S(=O)(=O)N1CCOCC1 (centres undefined) | 4.6% | -2.6 | -8.3% | -9.4% | -9.0% | . | . | -0.6% | -8.6% |
| N=C1/C(=C/c2ccc(-c3cccc(C(=O)O)c3)o2)C(=O)N=C2SC=C(c3ccccc3)N12 | 15.6% | -1.0 | ? | ? | 7.08µM* | -15.3% | 28.2µM* | 28.2µM* | 3.16µM* |
| Cc1ccc(-n2ncc(Cl)c2C(=O)NCc2ccccc2)cc1 | 2.0% | -4.6 | 23.6% | 51.4%[activator] | -10.2% | -10.4% | 0.4% | -2.3% | -4.5% |
| COc1ccc(NC(=O)C(=O)NCCC2=CCCCC2)c(OC)c1 | -4.7% | 1.3 | ? | -7.0% | -9.4% | -0.6% | 29.2% | -12.7% | -15.8% |
| COC(=O)C(OC(=O)c1ccccc1)C(C)Br (centres undefined) | -5.6% | 0.0 | -6.0% | 36.3% | 11.4% | . | . | 0.6% | -15.8% |
| CCOc1ccc(N2C(=O)Cc3ccccc3C2=O)cc1 | -12.0% | -9.0 | -24.2% | -2.3% | -2.5% | -13.0% | 2.4% | 2.9% | -15.1% |

Just POLB inh (3 entries from above):
structure	POLB inh
COc1ccc(C(=O)n2nc(-c3ccco3)nc2N)cc1OC	3.3%
O=C(c1ccco1)N1CCN(C(=O)C2CCCN(S(=O)(=O)Cc3ccccc3)C2)CC1 (centres undefined)	-2.3%
Cc1cc(/C=C2\NC(=S)NC2=O)c(C)n1-c1cccnc1	-1.7%

(listing goes on)
| SMILES | ERG-DNA inh | LDHA inh | RGS4 inhibitor | APE1 inh | Pol kappa inh | Apoferritin bind | POLB inh | 12-LOX inh | Pol eta inh |
| --- | --- | --- | --- | --- | --- | --- | --- | --- | --- |
| CC(C)(C)c1cc(C(=O)NCc2cc(F)cc3c2OCOC3)n(Cc2ccccc2)n1 | -1.4% | -2.7 | 3.1% | -6.8% | -7.9% | 6.3% | ? | 188.5%[activator] | -16.5% |
| CC(O)CNC12CC3CC(CC(C3)C1)C2 (centres undefined) | -0.6% | -1.6 | 3.9% | 2.9% | 6.0% | -3.7% | 0.1% | ? | -13.3% |
| Cc1cc(NC(=O)c2coc(=O)c(Br)c2)ccc1C(C)C | 7.8% | -1.9 | 0.3% | 22.6% | -2.6% | ? | 11.1% | -28.9% | -10.7% |
| CCOC(=O)N1CCC(n2c(=S)[nH]c3ccccc3c2=O)CC1 | 14.0% | -6.4 | 6.5% | -1.1% | -6.0% | -11.3% | -27.3% | 72.1%[activator] | -2.0% |
| Cc1ccc(Cn2c(C(=O)NCCCN3CCOCC3)cc3sccc32)cc1 | 1.3% | 6.2 | -21.8% | 1.7% | -3.8% | -11.7% | 0.9% | . | -15.5% |
| CC(=O)c1ccc(NC(=O)C(C)OC(=O)c2cccc(-n3cnnn3)c2)cc1 (centres undefined) | -8.0% | -2.8 | -1.7% | 2.9% | -4.1% | . | . | 1.1% | -9.5% |
| COC(=O)c1nnn(CC(=O)Nc2cccc(Cl)c2)c1C(=O)OC | -0.7% | -6.4 | 5.0% | -3.3% | -15.8% | -10.3% | 9.5% | 0.0% | -13.2% |
| Cc1cccc(-n2c(O)c(C=Nc3cccc(O)c3)c3ccccc3c2=O)n1 | -7.3% | -0.6 | 0.9%[11.4 µM] | -2.0% | -8.7% | 2.0% | -4.4% | ? | ? |
| CCOC(=O)C(C)Oc1cccc2c(=O)n(CC(=O)NCc3ccc(F)cc3)ccc12 (centres undefined) | -7.1% | -3.1 | -6.8% | -0.8% | 4.6% | 1.3% | -19.0% | 0.7% | -6.7% |
| c1ccc(C[C@H]2CN=C(Nc3ccccc3)N2CCC2CCCC2)cc1 | -1.8% | -4.7 | 13.3% | 4.3% | -5.6% | . | . | 5.7% | -13.7% |

A portion of the library; the hit share may differ from the screen's.
